M. tuberculosis GlmU: inhibition of mycobacterial GlmU enzyme – biochemical, glucosamine-1-phosphate acetyltransferase (AID 1376). M. tuberculosis GlmU acetyltransferase enzyme assay; higher % means a stronger effect. Bifunctional protein GlmU (Mycobacterium tuberculosis (strain ATCC 25618 / H37Rv)). inhibition, %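 (tested at 30 µM in the primary screen)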; hits with a dose series show IC50 in µM. 220,000 compounds, 0.25% hits; in the data active means inhibition above about 13%; inconclusive means no clear call, values can overlap the other calls;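 further: 0% = complete reaction with vehicle and 100% = reaction without substrate; strong numbers were not always called active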
RmlCD inh 1536: M. tuberculosis RmlC/RmlD coupled enzyme inhibitors, primary screen, biochemical, compound mixtures, 384-well, from 1536-well plates; dTDP-4-dehydrorhamnose reductase (Mycobacterium tuberculosis (strain ATCC 25618 / H37Rv)) …; RmlC+RmlD coupled enzyme assay, percent inhibition; primary screen in compound mixtures; inhibition, % at 3.6 µM; 160,000 compounds, 0.03% hits; AID 1533, 2009; in the data active means inhibition mostly above about 34%, no sharp cut-off; inconclusive means no clear call, values can overlap the other calls; inactive means mostly below about 22%; further: some results filed as inactive read as strong as hits
Active calls of the source: *; ? = inconclusive; . = no result given; & = joins results of further samples. An excerpt, so the mix of outcomes need not match the whole.

1. C/C=C(/C)C(=O)OC(C)(C)[C@@H]1Cc2c(ccc3ccc(=O)oc23)O1
  M. tuberculosis GlmU: -1.1%
  RmlCD inh 1536: .

2. CCCc1nc(C(C)(C)O)c(C(=O)O)n1Cc1ccc(-c2ccccc2-c2nn[nH]n2)cc1
  M. tuberculosis GlmU: 2.9%
  RmlCD inh 1536: -10.5

3. CN1CCCN=C1COC(=O)C(O)(c1ccccc1)C1CCCCC1 (stereo unspecified)
  M. tuberculosis GlmU: -2.3%
  RmlCD inh 1536: .

4. CC[C@@H]1C(=O)OC[C@@H]1Cc1cncn1C
  M. tuberculosis GlmU: -2.6%&3.3%
  RmlCD inh 1536: ?

5. Cc1cncn1CCc1nc2c3ccccc3nc(SCC(=O)Nc3cccc(Cl)c3)n2n1
  M. tuberculosis GlmU: -2.0%
  RmlCD inh 1536: 1.6

6. CC1Cc2ccccc2N1NC(=O)c1ccc(Cl)c(S(N)(=O)=O)c1 (stereo unspecified)
  M. tuberculosis GlmU: -0.6%
  RmlCD inh 1536: .

7. Cc1cccc2c1NC(=O)C2(c1ccc(O)cc1)c1ccc(O)cc1
  M. tuberculosis GlmU: 3.1%
  RmlCD inh 1536: .

8. CCCCNc1ccc(C(=O)OCCN(C)C)cc1
  M. tuberculosis GlmU: -4.7%
  RmlCD inh 1536: .

9. O=C(O)CCC(=O)c1ccc(-c2ccccc2)cc1
  M. tuberculosis GlmU: 0.5%
  RmlCD inh 1536: .

10. C/C=C/C(=O)N(CC)c1ccccc1C
  M. tuberculosis GlmU: -5.4%
  RmlCD inh 1536: 11.8

11. COc1ccc(C2CNC(=O)C2)cc1OC1CCCC1 (stereo unspecified)
  M. tuberculosis GlmU: -4.2%
  RmlCD inh 1536: 11.0

12. CCc1ccc(CCOc2ccc(CC3SC(=O)NC3=O)cc2)nc1 (stereo unspecified)
  M. tuberculosis GlmU: 3.8%
  RmlCD inh 1536: .

13. COc1ccc(C[C@H]2COC(=O)[C@@H]2Cc2ccc(OC3OC(CO)C(O)C(O)C3O)c(OC)c2)cc1OC (stereo partly specified)
  M. tuberculosis GlmU: 0.2%
  RmlCD inh 1536: .

14. CCn1cc(C(=O)O)c(=O)c2cnc(N3CCNCC3)nc21
  M. tuberculosis GlmU: 6.5%
  RmlCD inh 1536: .

15. CCCCCC(=O)O[C@]1(C(C)=O)CC[C@H]2[C@@H]3CCC4=CC(=O)CC[C@]4(C)[C@H]3CC[C@@]21C
  M. tuberculosis GlmU: 1.8%
  RmlCD inh 1536: .

16. NC1CCN(c2nc3c(cc2F)c(=O)c(C(=O)O)cn3-c2ccc(F)cc2F)C1 (stereo unspecified)
  M. tuberculosis GlmU: 3.9%
  RmlCD inh 1536: .

17. O=C(O)c1cccnc1Nc1cccc(C(F)(F)F)c1
  M. tuberculosis GlmU: 3.5%
  RmlCD inh 1536: .

18. CC(=O)CCCCn1c(=O)c2c(ncn2C)n(C)c1=O
  M. tuberculosis GlmU: 2.5%
  RmlCD inh 1536: 5.2

19. CC12CCC(=O)C=C1CCC1C2CCC2(C)C1CCC2(O)C(=O)CO (stereo unspecified)
  M. tuberculosis GlmU: 2.9%
  RmlCD inh 1536: .

20. C1COC(NC(C2CC2)C2CC2)=N1
  M. tuberculosis GlmU: -5.9%
  RmlCD inh 1536: .

In the list so far, 3 have sulfur.
5. Cc1cncn1CCc1nc2c3ccccc3nc(SCC(=O)Nc3cccc(Cl)c3)n2n1
  M. tuberculosis GlmU: -2.0%
  RmlCD inh 1536: 1.6

6. CC1Cc2ccccc2N1NC(=O)c1ccc(Cl)c(S(N)(=O)=O)c1 (stereo unspecified)
  M. tuberculosis GlmU: -0.6%
  RmlCD inh 1536: .

12. CCc1ccc(CCOc2ccc(CC3SC(=O)NC3=O)cc2)nc1 (stereo unspecified)
  M. tuberculosis GlmU: 3.8%
  RmlCD inh 1536: .

Complete entries as entered above:
`CC(=O)CCCCn1c(=O)c2c(ncn2C)n(C)c1=O` is listed with M. tuberculosis GlmU: 2.5%; RmlCD inh 1536: 5.2
`NC1CCN(c2nc3c(cc2F)c(=O)c(C(=O)O)cn3-c2ccc(F)cc2F)C1` (stereo unspecified) is listed with M. tuberculosis GlmU: 3.9%; RmlCD inh 1536: .
